C2C12 statin = suppressors of simvastatin-induced myotoxicity in C2C12 myotubes. ATP luminescence, 48 h; scaled: DMSO 0, geranylgeraniol control 100. AID 602340. rescue of ATP level, % at 7.49 µM. 330,000 compounds, 0.78% hits;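 active = mean ATP rescue above about 67%, or every replicate alone reaching that limit, limit read from the data, passing the limit was not always enough; inconclusive = no clear call, values can overlap the other calls; inactive = mean under the limit and some replicate under it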;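 note: myotubes were challenged with 10 µM simvastatin during compound exposure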
S100A4 inh HTS = S100A4-myosin IIA interaction inhibition; P26447; S100A4/TAMRA-MyoIIA peptide fluorescence polarization; inhibition, % at 10.7 µM; 360,000 compounds, 0.14% hits; AID 652163;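 active = mean inhibition of at least 70% across replicates, with every replicate also reaching that level; inconclusive = mean inhibition reaches 70% but some replicates fall short; inactive = mean inhibition below 70%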
Target sequence (P26447 whole entry, looked up): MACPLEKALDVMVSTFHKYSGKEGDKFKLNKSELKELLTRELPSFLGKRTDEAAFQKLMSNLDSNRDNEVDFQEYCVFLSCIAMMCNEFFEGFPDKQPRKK
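Assay system: human S100A4 monomer with TAMRA-labelled myosin IIA peptide / Buffer or medium: Calcium-containing HEPES buffer, pH 7.2 / Reagent: TAMRA-labelled myosin IIA heavy-chain peptide probe, 5 nM / Compound: one dose per compound / Timing: polarization read 5 min after assay mix addition, stable 5–60 min / Benchmarks: neutral control DMSO, positive control TFP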
CASP6 VEID inh = blocks human caspase-6 cleavage activity | P55212 | inhibition, % at 12.5 µM | purified caspase-6, Z-VEID-R110 cleavage fluorescence | 350,000 compounds, 0.53% hits;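 active = mean inhibition across replicates at least about 35%, with every replicate also reaching that limit, limit read from the data; inconclusive = only one of the two criteria met; inactive = neither criterion met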;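 note: 0% = median of neutral control wells and 100% = no fluorescence left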
Target sequence (P55212 24-179 limits assumed): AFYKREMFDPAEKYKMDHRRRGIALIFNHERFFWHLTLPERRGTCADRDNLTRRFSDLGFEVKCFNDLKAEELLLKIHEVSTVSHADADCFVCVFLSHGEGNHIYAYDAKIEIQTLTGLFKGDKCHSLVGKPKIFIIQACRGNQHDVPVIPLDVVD
Target sequence (P55212 194-293 limits assumed): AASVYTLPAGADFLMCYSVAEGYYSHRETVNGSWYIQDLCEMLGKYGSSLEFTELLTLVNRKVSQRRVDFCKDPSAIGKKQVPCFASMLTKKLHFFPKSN
esBAF inh = SWI/SNF esBAF complex inhibition; 350,000 compounds, 2% hits; mouse ES cells, Bmi1-luciferase knock-in reporter, 24 h; 100% = twice the neutral-well signal; AID 602393; reporter increase, % at 12.5 µM; in the data active = activation above about 40%; inconclusive = no clear call, values can overlap the other calls;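 note: 0% = median of the plate's neutral control wells and 100% = double that signal; a rise in the Bmi1 reporter signal indicates esBAF inhibition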
SIRT5 inh = sirtuin-5 (human) deacylase inhibition. Q9NXA8. Purified SirT5, succinyl-peptide AMC, trypsin-coupled fluorescence. inhibition, % at 15 µM. 330,000 compounds, 1.1% hits. AID 652115; in the data active = inhibition above about 15%; inconclusive = no clear call, values can overlap the other calls
Target sequence (Q9NXA8 whole entry, looked up): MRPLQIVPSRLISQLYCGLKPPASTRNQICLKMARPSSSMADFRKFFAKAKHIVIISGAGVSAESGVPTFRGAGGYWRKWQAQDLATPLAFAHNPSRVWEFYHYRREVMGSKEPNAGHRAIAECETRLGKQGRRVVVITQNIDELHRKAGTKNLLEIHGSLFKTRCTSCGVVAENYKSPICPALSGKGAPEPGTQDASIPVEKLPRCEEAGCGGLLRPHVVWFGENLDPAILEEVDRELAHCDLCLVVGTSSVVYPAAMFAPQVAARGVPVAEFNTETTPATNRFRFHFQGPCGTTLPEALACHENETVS
FN deposition inh = fibronectin deposition inhibition. inhibition, % at 12.6 µM. 350,000 compounds, 0.086% hits. AH1F fibroblasts, Alexa488-fibronectin deposition fluorescence, overnight;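 active = mean inhibition across replicates of 30% or more, regardless of how many single replicates reach that level; inconclusive = mean under 30% yet at least half of replicates reach 30%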;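 note: positive control wells lacked labelled fibronectin entirely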
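test system = AH1F fibroblasts assembling fluorescent fibronectin matrix | quantity = 10000 AH1F cells per well | buffer or medium = DMEM plus 2% serum, read in PBS | doses = single dose, pinned | incubation = 1 h cell attachment, overnight exposure to compound and label | detection = fluorescence at 485 nm excitation, 525 nm emission | read-out basis = inhibition from reduced deposited-fibronectin fluorescence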
LGR2 antag = blocks bursicon-induced cAMP signaling via Drosophila LGR2 | HEK293 LGR2, CRE-luciferase, bursicon-stimulated, 4 h | inhibition, % at 9.99 µM | 380,000 compounds, 0.35% hits;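 active = drop in luminescence signal, shown as inhibition above about 50% in the replicate tests, limit read from the data, passing the limit was not always enough; inconclusive = probably only some replicates passing the limit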;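 note: agonist challenge used bursicon conditioned medium at about half maximal strength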
Starred values were filed as active, the others as inactive; ? = inconclusive; / = no result given.

SMILES,C2C12 statin,S100A4 inh HTS,CASP6 VEID inh,esBAF inh,SIRT5 inh,FN deposition inh,LGR2 antag
CO[C@@H]1CN(C)C(=O)c2ccc(NC(=O)Cc3ccccc3)cc2OC[C@@H](C)N(CC2CC2)C[C@@H]1C,-30,15,-3,0,1,-1,20
COCCCNC(=O)COC(=O)c1ccc(-c2nc3ccccc3s2)s1,-20,0,-2,2,-18,-10,7
COc1ccc(NC(=O)N(C)C[C@H]2Oc3ccc(NC(=O)Cc4cn(C)c5ccccc45)cc3C(=O)N([C@@H](C)CO)C[C@H]2C)cc1,/,6,-2,6,0,/,6
Cc1ccc(OCC(=O)OC(C)CN2CCCCC2)cc1 (configuration not stated),20,6,-1,-2,-1,4,12
COC(=O)[C@H](C)NC(=O)Nc1cccc(C(F)(F)F)c1,1,/,/,-5,/,/,22
CCCNC(=O)N[C@H]1CC[C@H](CC(=O)NC2CCC2)O[C@@H]1CO,-7,/,/,1,/,-7,1
Cn1ncc([N+](=O)[O-])c1C(=O)n1nnc2ccccc21,/,1,/,/,1,6,9
COC(=O)C(C)Oc1ccc2c3c(c(=O)oc2c1)CCCCC3 (configuration not stated),13,/,/,-6,/,-7,/
CCN1[C@@H]2c3ccc(-c4ccccc4OC)c(=O)n3C[C@@H]2[C@@H](CO)[C@@H]1C(=O)NCCCN(C)C,/,-7,-3,/,-1,/,-8
Cc1noc(C)c1NC(=O)N(C)C[C@H]1Oc2ccc(N(C)C)cc2CC(=O)N([C@@H](C)CO)C[C@@H]1C,-39,/,/,0,/,-2,0
C[C@H]1CN([C@@H](C)CO)C(=O)Cc2cc(NC(=O)Nc3ccc(C(F)(F)F)cc3)ccc2O[C@H]1CN(C)C(=O)Nc1cccc2ccccc12,47,3,0,-4,-2,/,-5
COc1ccc(-c2ccnc(-c3ccc(OCCCF)cc3)n2)cc1,-23,/,/,-4,/,/,3
O=C(Cn1nc2ccccc2n1)N/N=C/c1cc([N+](=O)[O-])ccc1O,-3,-4,/,-2,2,/,4
CCn1c(Cc2ccccc2)nnc1SCc1cccc(C(=O)O)c1,/,5,-5,/,-1,5,/
Cc1cc(C(=S)N2CCOCC2)c(C)n1-c1ccc(F)cc1,1,-1,-2,-6,-2,-7,25
Cc1cc(C)cc(OCC(=O)OCC(=O)Nc2cc(S(=O)(=O)N3CCOCC3)ccc2Cl)c1,1,-2,0,-1,1,3,28
CS(=O)(=O)c1ccc2sc(NC(=O)c3cc4ccccc4o3)nc2c1,/,-2,-4,/,1,5,-10
Cc1ccc(S(=O)(=O)Nc2ccccc2)cc1C(=O)N1CCCC1,-1,2,3,-1,1,4,-7
Cc1ccc(CSCC(=O)Nc2ccc(N3CCOCC3)cc2N2CCOCC2)cc1,-4,-2,1,-6,-4,-2,7
Cc1ccccc1S(=O)(=O)N1CCCCN2[C@H](CO)[C@H](c3ccc(C#CCN(C)C)cc3)[C@H]2C1,-22,-7,3,-7,-1,-13,3
C[C@@H]1CCCCO[C@H](CN(C)S(C)(=O)=O)[C@H](C)CN([C@@H](C)CO)C(=O)c2cc(NS(=O)(=O)c3cccs3)ccc2O1,/,3,-1,-2,-3,/,-10
Cc1ccc(S(=O)(=O)N(C)C)cc1NC(=O)C(C)OC(=O)c1cc[n+]([O-])cc1 (configuration not stated),2,20,-1,-4,-1,11,-17
Cc1cc(N2C(=O)CC(Cc3ccc(Cl)cc3)C2=O)no1 (configuration not stated),8,/,/,-10,/,8,/
CCCCc1nnc(NC(=O)CN2C(=O)C3CCCCC3C2=O)s1 (configuration not stated),-6,3,1,-6,-4,1,-15
CN(C)C(CNC(=O)c1cc(S(=O)(=O)N(C)c2ccc(F)cc2)ccc1Cl)c1cccs1 (configuration not stated),0,0,1,-1,1,1,2
COC(=O)c1c(NC(=O)CN2CCC3(O)CCCCC3C2c2ccc(OC)cc2OC)sc(C)c1C (configuration not stated),/,3,2,/,-3,5,/
Cc1nn(-c2nc(-c3ccco3)cc(C(F)(F)F)n2)c(C)c1Br,38,/,/,-6,/,-12,/
COc1ccc(CCNC(=S)NC(=O)c2cccc([N+](=O)[O-])c2)cc1OC,/,2,-6,/,-1,1,-22
O=C1Cc2cc(NS(=O)(=O)c3ccc(F)cc3)cc3c2N1CCC3,-27,1,1,4,-5,1,10
Cc1cccc(S(=O)(=O)N2C[C@H]3[C@@H](c4ccccc42)[C@H](CO)N3C(=O)c2ccccc2)c1,8,5,-3,4,-3,-3,7
N#C[C@@H]1[C@@H](c2ccc(-c3cncnc3)cc2)[C@H](CO)N1C(=O)C1CCC1,12,-10,-5,1,2,2,-7
O=C(NCC1CCCO1)c1onc(CSc2ccccc2F)c1C(=O)O (configuration not stated),19,1,-2,9,-3,-4,-1
COc1cccc(S(=O)(=O)N2C[C@@H](O)COC[C@@H]3O[C@@H](CC(=O)N4CCN(c5ccccc5)CC4)CC[C@H]32)c1,-5,/,/,-5,/,8,-19
CC1=NN(C(N)=S)C(=O)C1N=Nc1c(Cl)cc([N+](=O)[O-])cc1Cl (configuration not stated),1,-3,3,13,5,-10,3
CCOC(=O)C1(Cc2cccc(OC)c2)CCN(Cc2cccn2-c2ccccn2)CC1,-12,1,-5,-11,-4,7,9
C/C(=N\NC(=O)C(O)c1ccccc1)c1ccc(Br)s1 (configuration not stated),15,0,5,7,-6,4,8
O=C1N(c2ccccc2)C(c2ccccc2)C12CCCCC2 (configuration not stated),-2,-8,8,-9,-2,-1,-5
CO[C@@H]1CN(C)C(=O)c2ccc(NC(=O)Nc3ccccc3)cc2OC[C@@H](C)N(CC2CC2)C[C@@H]1C,-4,6,2,8,1,4,-6
Cn1cnc(S(=O)(=O)N[C@H]2CC[C@@H](CC(=O)NCC3CC3)O[C@@H]2CO)c1,/,7,1,/,1,-3,1
COCC(=O)N1C[C@@H](C)[C@@H](OC)CN(C)C(=O)c2ccc(NC(=O)C3CCC3)cc2OC[C@H]1C,17,6,/,-2,-5,-29,6
O=C1c2ccccc2S(=O)(=O)N1CCS(=O)(=O)c1ccc(F)cc1,6,-3,-1,-12,1,1,1
Cc1ccc(S(=O)(=O)N(C)C[C@@H]2OCCCC[C@H](C)Oc3ccc(NC(=O)c4ccncc4)cc3C(=O)N([C@H](C)CO)C[C@@H]2C)cc1,/,-6,1,-1,10,-3,5
CCOC(=O)c1c(C)c(C(=O)Nc2ccc3c(c2)OCO3)c(C)n1C,32,/,/,18,/,-4,0
CN(C)C(CNc1ccc([N+](=O)[O-])cc1C#N)c1ccccc1 (configuration not stated),/,-14,0,/,-1,18,15
NC(=O)C1CCN(C(=O)CNC(=O)c2ccc(Br)o2)CC1,4,2,-1,-5,-4,-2,-4
O=C1CC(C(=O)Nc2ccccc2)S/C(=N\NC(=O)c2ccccc2Cl)N1 (configuration not stated),4,-6,1,-6,1,6,/
COc1ccc(NC(=O)c2c(NC(=O)CNCC(C)C)sc3c2CCC3)c(OC)c1,/,1,-1,/,-7,/,-5
CCCNC(=O)N(C)C[C@H]1Oc2ncc(C3=CCCCC3)cc2C(=O)N([C@@H](C)CO)C[C@@H]1C,8,1,1,-4,0,/,-20
COCCCNC(=O)c1cccc(OC)c1OC,0,/,/,0,/,19,/
COc1ccc(OCCN2CCN(C(=O)c3ccc(OC)cc3)CC2)cc1,-4,3,2,1,0,-1,4
Cc1cc[n+](-c2[nH]c(=O)sc2/C=N/NC([S-])=Nc2ccccc2)cc1,/,3,41*,/,2,6,11
CCOc1ccc(N(CC(=O)N2CCOCC2)S(=O)(=O)c2ccc(Cl)cc2)cc1,3,2,-4,2,-1,1,4
O=C(C[C@H]1C=C[C@@H](NC(=O)Nc2ccc(F)cc2)[C@H](CO)O1)NCc1ccccn1,0,9,12,6,-1,-7,-3
COc1cccc(NC(=O)C23CCC(C)(C(=O)O2)C3(C)C)c1 (configuration not stated),3,/,/,4,/,-1,/
COc1ccc(Nc2nc3ccc(C)cc3n3cnnc23)cc1Cl,-3,1,3,8,7,1,-16
COc1cc2c(cc1OC)CN(C(=O)COc1ccccc1[N+](=O)[O-])CC2,2,1,-1,-4,-2,6,-6
O=C(C[C@H]1CC[C@@H]2[C@H](COC[C@H](O)CN2C(=O)Nc2cccc(Cl)c2)O1)N1CCCCC1,4,-8,-3,12,0,-6,-12
COc1cccc(NC(=O)N2CC3(C2)[C@H](c2ccccc2)[C@H](CO)N3C(=O)C2CC2)c1,/,9,1,/,3,8,-6
Cc1ccc(NC(=O)OCc2cncs2)cc1,2,7,0,?,-3,/,-26
CCCN1Cc2cccc(C(=O)Nc3ccc(CC)cc3)c2C1=O,-11,/,/,0,/,-6,/

Among those listed so far, two have an aryl thioether with sulfur outside any ring.
SMILES,C2C12 statin,S100A4 inh HTS,CASP6 VEID inh,esBAF inh,SIRT5 inh,FN deposition inh,LGR2 antag
CCn1c(Cc2ccccc2)nnc1SCc1cccc(C(=O)O)c1,/,5,-5,/,-1,5,/
O=C(NCC1CCCO1)c1onc(CSc2ccccc2F)c1C(=O)O (configuration not stated),19,1,-2,9,-3,-4,-1

New compounds follow.
SMILES,C2C12 statin,S100A4 inh HTS,CASP6 VEID inh,esBAF inh,SIRT5 inh,FN deposition inh,LGR2 antag
Cc1ccc(NC2CCCN(C(=O)c3cccnc3)C2)cc1C (configuration not stated),-3,-28,-5,-1,2,-1,15
CNC[C@@H]1Oc2c(NC(=O)Nc3ccc(OC)cc3)cccc2C(=O)N([C@@H](C)CO)C[C@H]1C,26,/,/,2,/,0,-19
O=C(C[C@@H]1CC[C@@H](NS(=O)(=O)c2ccc(F)cc2)[C@@H](CO)O1)NCc1ccncn1,-4,-30,1,7,-2,/,16
Cc1noc(C)c1S(=O)(=O)Nc1ccc2c(c1)C(=O)N([C@@H](C)CO)C[C@@H](C)[C@H](CN(C)S(=O)(=O)c1ccccc1)OCCCC[C@@H](C)O2,/,0,1,0,0,11,-10
O=C(NC1CCN(S(=O)(=O)c2ccccc2)CC1)c1cccc(F)c1,-3,1,1,-2,-2,-4,6
C=C1c2ccccc2S(=O)(=O)N(Cc2ccccc2)C1COCc1ccccc1 (configuration not stated),-3,0,1,0,0,-2,4
COc1ccc2c(c1)c1ncn(CCN3CCCCC3)c(=O)c1n2C,-6,/,/,-2,/,6,/
O=C(C[C@@H]1CC[C@H]2[C@@H](COC[C@H](O)CN2C(=O)Nc2cccc(Cl)c2)O1)NCC1CCCCC1,-9,-16,0,3,-2,5,-5
CC(Oc1ccc(F)cc1)C(=O)Nc1cc(Cl)ccc1-n1cncn1 (configuration not stated),-11,-6,-3,5,-1,9,-4
O=C(Nc1ccc(F)cc1Cl)C1CCN(C(=O)Nc2ccccc2)CC1,-8,0,-1,15,-1,6,-4
CCOC(=O)N/N=C(\C)c1ccc(Br)cc1,-44,1,-1,33,-2,/,-22
CO[C@@H]1CN(C)C(=O)c2cc(NC(=O)Nc3ccccc3)ccc2OC[C@H](C)N(C(=O)CN(C)C)C[C@H]1C,2,12,-3,-4,-7,0,-13

An excerpt; rates above refer to the full screens.
